Compound activity (PubChem BioAssay)
TrxR1 inh – rat TrxR1 inhibition. O89049. recombinant rTrxR1, NADPH fluorescence consumption, selenite substrate. Potency, µM (doses to about 114 µM), inactives show at the top dose activity change, negative = inhibition, hits mostly inhibitors. 390,000 tested, 1% active. AID 588453; also: potency is read from the fitted curve at half-maximal effect; % is scaled to controls: 0 for no effect and ±100 for the full control effect; nearly all actives have a fitted effect of over 65% in size
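Rat TrxR1 (90 nM in the dispensed reagent) was pre-reduced with 400 uM NADPH for 5 min at room temperature, then incubated with compound for 15 min. After 400 uM selenite was added, NADPH fluorescence (Ex 340/Em 450 nm) was followed for 8 min.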
USP1 inh – USP1/UAF1 (human) deubiquitinase inhibition | 390,000 tested, 0.23% active | Potency, µM (highest dose often 57.1 µM), without a hit: top-dose activity change, negative = inhibition, most hits filed as inhibitors | O94782 | recombinant USP1/UAF1, Ub-Rhodamine cleavage fluorescence; also: potency is read from the fitted curve at half-maximal effect; % is scaled to controls: 0 for no effect and ±100 for the full control effect; nearly all actives have a fitted effect of over 60% in size; inactives centre near -12
Target sequence (O94782 whole entry, looked up): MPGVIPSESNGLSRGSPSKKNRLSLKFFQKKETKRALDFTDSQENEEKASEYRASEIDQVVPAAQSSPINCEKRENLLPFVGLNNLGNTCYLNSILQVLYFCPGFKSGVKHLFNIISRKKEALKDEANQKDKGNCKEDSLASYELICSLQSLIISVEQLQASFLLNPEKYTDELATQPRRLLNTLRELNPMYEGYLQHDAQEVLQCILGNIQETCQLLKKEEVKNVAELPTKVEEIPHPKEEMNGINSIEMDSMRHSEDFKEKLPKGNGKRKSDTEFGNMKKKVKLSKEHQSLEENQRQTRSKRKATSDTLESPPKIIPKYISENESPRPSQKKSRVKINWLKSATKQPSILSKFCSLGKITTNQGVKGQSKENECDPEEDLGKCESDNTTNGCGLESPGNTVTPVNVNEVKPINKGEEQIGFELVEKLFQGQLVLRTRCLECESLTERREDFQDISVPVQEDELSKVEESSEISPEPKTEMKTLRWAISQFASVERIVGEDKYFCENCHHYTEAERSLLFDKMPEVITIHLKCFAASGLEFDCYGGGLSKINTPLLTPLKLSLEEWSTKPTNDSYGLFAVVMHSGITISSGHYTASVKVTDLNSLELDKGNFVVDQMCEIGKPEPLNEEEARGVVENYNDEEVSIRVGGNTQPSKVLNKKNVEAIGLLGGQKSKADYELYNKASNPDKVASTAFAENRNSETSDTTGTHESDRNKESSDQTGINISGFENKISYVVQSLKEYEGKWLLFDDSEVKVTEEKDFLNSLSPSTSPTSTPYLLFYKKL
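USP1/UAF1 complex at 1 nM was preincubated with compound for 15 min at room temperature, then Ub-Rho substrate (150nM final) was added. Fluorescence (480/540 nm) was read kinetically, 6 reads every 60 seconds.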
D2 antagonist – D2 dopamine receptor (human) antagonism; HEK293 TREx D2 cells, calcium flux, dopamine EC80; 340,000 tested, 2% active; inhibition, % at 10 µM; P14416; in the data active = inhibition above about 30%; also: 0% is about no effect
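Overnight-induced (tetracycline, 30 C) HEK293 T-REx cells carrying force-coupled D2 receive a no-wash calcium dye, then compound, then EC80 dopamine at 180 s; signals are read kinetically throughout.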
TrxR1 substrate – substrates of rat thioredoxin reductase 1; 390,000 tested, 0.01% active; purified TrxR1 substrate turnover, NADPH consumption readout; Potency, µM (highest dose often 114 µM), for the others: at the highest dose activity change, negative = substrate turnover; O89049; also: potency is read from the fitted curve at half-maximal effect; % is scaled to controls: 0 for no effect and ±100 for the full control effect; nearly all actives have a fitted effect of over 50% in size
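Rat TrxR1, dispensed at 90 nM, was prereduced with 400 uM NADPH (final) for 5 min at ~22 deg C, then incubated with compound 15 min before 400 uM selenite. A first-read NADPH fluorescence drop versus no-compound background flagged substrates.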
TRHR PAM – TRH receptor (human) allosteric enhancement; AID 493056; TRHR cells, fluo-8 calcium fluorescence, EC20 TRH enhancement; 360,000 tested, 0.66% active; P34981; enhancement, % at 2 µM; in the data active = enhancement above about 30%; also: 0% is about no effect
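TRHR-expressing cells loaded with fluo-8 calcium dye were read kinetically (ex 480/em 530) during compound addition, then stimulated with an EC20 of TRH (10 nM final). Enhancement of the Gq-mediated intracellular calcium response was scored.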
Pin1 inh – blocks the human prolyl isomerase Pin1; Pin1 FP peptide displacement, HiFluor488, 10 min; 390,000 tested, 0.009% active; AID 504891; Potency, µM (highest dose often 115 µM), for inactives: top-dose activity, negative = inhibition, most hits filed as inhibitors; active = well fitted inhibition curve with a large enough effect in the polarisation, with a control signal flat, not every such curve was filed as active; inconclusive = small, poorly fitted or top-dose-only effect, or effect the other way, or a change in a side signal; inactive = no such curve, though single readings can be large or run the other way; the % refers to the polarisation; also: potency is read from the fitted curve at half-maximal effect; % is scaled to controls: 0 for no effect and ±100 for the full control effect
Target sequence (Q13526 whole entry, looked up): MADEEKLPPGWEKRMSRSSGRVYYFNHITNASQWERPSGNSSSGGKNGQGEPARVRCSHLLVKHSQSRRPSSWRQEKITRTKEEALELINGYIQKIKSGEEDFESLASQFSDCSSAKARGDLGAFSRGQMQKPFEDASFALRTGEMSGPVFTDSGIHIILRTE
TRHR ag – TRH receptor (human) agonism. P34981. AID 493084. 360,000 tested, 0.18% active. TRHR cells, calcium flux fluo-8, FDSS agonist mode. activation, % at 2 µM; in the data active = activation above about 30%; also: 0% is about no effect
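Read-out: compound-evoked intracellular calcium rise in TRHR cells, fluo-8 dye, kinetic FDSS fluorescence at 1 s/cycle following a 10-cycle baseline. Cells cultured overnight before dye loading (30 min–1.5 h, RT).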
IDH1 R132H inh – blocks human mutant IDH1 R132H enzyme; IDH1-R132H enzyme, NADPH consumption, diaphorase/resazurin fluorescence; Potency, µM (doses to about 76.6 µM), for inactives: top-dose activity change, negative = inhibition, most hits filed as inhibitors; 390,000 tested, 0.093% active; AID 602179; also: potency is read from the fitted curve at half-maximal effect; % is scaled to controls: 0 for no effect and ±100 for the full control effect; nearly all actives have a fitted effect of over 65% in size
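IDH1-R132H (0.5 ug/mL) preincubated 30 min with compound, then NADPH (0.016 mM) and alpha-KG (2 mM) added; 80 min at RT, pH 7.5. Remaining NADPH coupled via diaphorase/resazurin to fluorescence (540/590 nm); concentration-response curves normalized to no-enzyme control.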
D2 agonist – D2 dopamine receptor (human) agonism; HEK293 T-REx D2 cells, calcium flux agonist mode; AID 485358; activation, % at 2 µM; P14416; 340,000 tested, 0.53% active;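 active = activation over 3 SD above normal in the single-dose calcium agonist read, cut at about 30% in these data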; also: 0% is about no effect
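Tetracycline-induced HEK293 Trex cells with D2 receptor force-coupled to calcium signaling, plated overnight at 30 C and loaded with no-wash calcium dye. Calcium flux read kinetically for 180 s after compound addition; responses flag agonists.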
* marks the source's active call; other numbers are inactive results; ? = inconclusive; . = not tested or not shown; & = joins results of further samples; [ ] = another dose, or the depositor's remark. Unless noted, calls follow the shape of the dose curve; as a rule, active = well fitted inhibition curve with a large enough effect; inconclusive = small, poorly fitted or top-dose-only effect; inactive = no such curve, though single readings can be large or run the other way.

SMILES	TrxR1 inh	USP1 inh	D2 antagonist	TrxR1 substrate	TRHR PAM	Pin1 inh	TRHR ag	IDH1 R132H inh	D2 agonist
Cn1c(=O)n(C)c2cc([N+](=O)[O-])c(N3CCN(C(=O)c4cccc(Cl)c4)CC3)cc21	-1%	-21%	1	-3%	38*	3%	0.3	-1%	-0.7
CCCc1cc(=O)oc2c(C)c(OC3CCCCC3=O)ccc12 (stereo not given)	40%[activator]	-6%	-11	14%	-2	-6%	0.3	-7%	0.7
CC(=O)c1cc(-c2ccccc2)n(CCC(=O)NC(C)c2ccccc2)c1C (stereo not given)	22%[57.1 µM]	-14%	.	4%[57.1 µM]	-3	-3%	-0.5	-11%	1.0
COc1ccc(C(=O)[C@H]2[C@H]3C(=O)N(c4ccc(OC(C)=O)cc4)C(=O)[C@H]3C3C=CC=NN32)cc1 (stereo not given in full)	2%[57.1 µM]	-4%	-1	4%[57.1 µM]	-1	?	0.7	0%	0.4
O=C(Nc1ccccc1C(F)(F)F)N1CCN(c2ccc3nnc(-c4ccc(F)cc4)n3n2)CC1	21%[57.1 µM]	-1%&-18%	-4	6%[57.1 µM]	7&-2	-5%&-2%	-0.5&0.1	8%&5%	0.0&-0.1
O=S(=O)(NC1CCCCC1Oc1ccccc1)c1ccc(Cl)cc1 (stereo not given)	9%[57.1 µM]	-9%	5	1%[57.1 µM]	3	-4%	0.2	-2%	-0.8
CN(C(=O)c1ccc(NC(=O)Cc2cccc(NC(=O)C3CCN(C(=O)C4CC4)CC3)c2)cc1)C1CCCC1	10%	?	-12	5%	4	-9%	0.2	5%	0.6
CCOC(=O)c1c(NC(=O)CN2C(=O)c3ccccc3C2=O)sc(Cc2ccc3c(c2)OCO3)c1C	13%[57.1 µM]	-15%	-15	5%[57.1 µM]	-5	5%	0.3	-4%	0.6
Cc1ccc(C(=O)NNC(=O)c2ccc(SCC3CCCO3)c([N+](=O)[O-])c2)cc1 (stereo not given)	8%	-1%	-7	5%	9	9%	-0.1	3%	-1.7
CC1CCCN(C(=O)c2ccc3nc[nH]c3c2)C1 (stereo not given)	4%	-17%	4	0%	-4	-10%	0.2	1%	0.6
CCOC(=O)Cn1c(=O)n(CC2CCCO2)c2nc(-c3ccc(OC)cc3OC)nc(C(N)=O)c21 (stereo not given)	9%[57.1 µM]	-20%	.	3%[57.1 µM]	42*	7%	0.1	5%	-1.1
O=c1[nH]ncc2c3ccccc3n(Cc3ccc(F)cc3)c12	1%[57.1 µM]	-5%	-8	9%[57.1 µM]	8	-3%	-0.2	5%	0.3
Fc1c(F)c(C(F)(F)F)c(F)c(F)c1N/N=C\c1cccs1	4%	-26%	26	-17%	-4	1%	1.6	-1%	1.7
Cc1cnc(NC(=O)CSC(=S)N2CCOCC2)s1	18%[11.4 µM]	?	0	11%[11.4 µM]	4	-1%	-0.2	3%	-0.4
NS(=O)(=O)c1cc(C(=O)N=Nc2c(O)[nH]c3ccccc23)ccc1Cl	1%	-15%	3	-6%	-5	?	-0.7	-3%	-0.2
COc1cc(C(=O)Nc2c(C(=O)O)[nH]c3ccc(Br)cc23)cc(OC)c1OC	14%	-25%	1	-3%	-6	-8%	-1.2	0%	-0.6
O=[N+]([O-])c1ccc2c(c1)ncn2-c1ccccc1	-7%	-16%	-6	-9%	-1	2%	-0.5	12%	-2.2
CC(C)(C)NS(=O)(=O)c1ccc(CCC(=O)O)cc1	22%	-12%	17	5%	10	-7%	1.2	6%	0.1
Cc1cc(-c2ccc(C)c(S(=O)(=O)NC(C)Cc3ccco3)c2)on1 (stereo not given)	?	-27%	9	-10%	13	2%	-1.7	2%	-0.3
Cc1nnc(SCC(=O)c2ccccc2)n1Cc1ccccc1	-3%[57.1 µM]	-5%	3	3%[57.1 µM]	-2	-3%	0.5	1%	-0.3
COc1cc(OC)c(NS(=O)(=O)c2coc(C(N)=O)c2)cc1Cl	7%[57.1 µM]	-12%	-9	1%[57.1 µM]	3	-2%	0.7	-3%	-0.3
Cc1ccc(NC(=O)[C@H](CSCc2ccccc2)N2Cc3ccccc3C2=O)cc1	28%	-32%	.	3%	-3	15%	0.3	5%	0.6
Oc1cccc(Nc2nc(N3CCOCC3)nc(N3CCOCC3)n2)c1	4%[57.1 µM]	-22%	36*	-8%	5	-6%	0.6	2%	1.1
CN(C)NC(=S)Nc1ccc(Cl)cc1	3%	1%	2	7%	4	0%	-0.7	0%	0.6
CS(=O)(=O)CCC(C(=O)OCC(=O)c1ccc(Cl)cc1)N1C(=O)c2ccccc2C1=O (stereo not given)	3%	-2%	2	-4%	9	-6%	0.8	-1%	0.6
(listing goes on)
SMILES	TrxR1 inh	USP1 inh	D2 antagonist	TrxR1 substrate	TRHR PAM	Pin1 inh	TRHR ag	IDH1 R132H inh	D2 agonist
O=C(NCCC(=O)N1CCN(C(=O)c2ccco2)CC1)c1ccc(Br)cc1	-4%	-15%	-18	-3%	1	2%	-0.9	4%	-1.6
CC1=C(C(=O)Nc2ccccc2)C(c2ccc(C)cc2)N=C(Nc2nc3ccccc3o2)N1 (stereo not given)	38%[activator]	-1%	3	48%[activator]	-5	10%	0.2	-3%	0.2
COc1ccc(CN2C(=O)C(C)Nc3ncnc(N4CCN(c5ccccn5)CC4)c32)cc1 (stereo not given)	16%[57.1 µM]	-15%	.	6%[57.1 µM]	.	8%	.	-11%	.
CCCc1cc2c(OC(=O)CC)c(-c3ccc(C(=O)OCC)o3)c(=O)oc2cc1OC	-18%	-23%	-6	407%[activator]	2	0%	-0.8	-2%	-1.2
CCSc1nnc(NC(=O)[C@H](C)NC(=O)c2ccccc2Cl)s1	16%[57.1 µM]	-7%	-10	-3%[57.1 µM]	-7	0%	-0.1	3%	-0.2
COc1ccc(C)cc1NC(=O)CN(c1ccccc1)S(C)(=O)=O	-1%	-14%	-3	-3%	-5	-5%	-0.3	2%	0.4
O=C(C1=C(O)C(=O)N(Cc2ccccc2)C1c1ccncc1)c1ccco1 (stereo not given)	-22%	5%	6	-9%	1	3%	0.5	16%	0.7
O=C(COC(=O)c1cnccn1)c1ccccc1	5%	-18%	-10	6%	-8	-1%	0.0	0%	-0.4
CC(C)N(Cc1nc(-c2ccccc2)no1)C(=O)COc1ccccc1	24%[57.1 µM]	-19%	-6	5%[57.1 µM]	30	1%	-0.5	-3%	-0.7
O=S(=O)(Nc1nc2ccccc2nc1OCC(F)(F)F)c1cccs1	13%[57.1 µM]	-7%	-6	-2%[57.1 µM]	2	-18%	0.2	3%	-1.1
COc1cccc(C(c2nnnn2CS(=O)(=O)c2ccc(C)cc2)N2CCN(C)CC2)c1OC (stereo not given)	7%	-19%	1	1%	10	0%	1.3	5%	0.3
O=C(/C=C/c1cccnc1)/C=C/c1cccnc1	18µM*	-19%	-30	-12%	-6	-6%	1.2	0%	1.3
Cc1nccc(-c2ccc3c(c2)OCO3)n1	23%[57.1 µM]	-9%	14	47%	-2	-2%	0.1	4%	-0.1
Cn1nc(-c2ccc(OCC(N)=O)cc2)c2ccccc2c1=O	7%	-23%	11	6%	-3	-2%	1.0	-1%	-1.0
Cc1nc2c(o1)CCc1ccccc1C2O (stereo not given)	-26%	-15%	6	6%	2	-5%	0.2	0%	-0.5
O=C(CSCc1ccccc1Br)Nc1ccccc1	-3%	-15%	-11	-12%	-2	-4%	0.1	3%	-0.6
CCn1c(C)nc2cc(C(=O)n3cc(C(=O)c4cc(F)ccc4O)cn3)ccc21	.	.	23	.	30*	.	1.0	.	-0.5
CCCc1nnc(SCC(=O)N2CCCCC2)n1CC1CCCO1 (stereo not given)	-6%	-19%	-1	-2%	-6	-1%	1.5	-1%	-0.1
CCCCN1CCC(=O)NC1=O	-19%	-17%	.	-8%	.	1%	.	0%	.
C=C(C)CNC(=S)Nc1ccc(S(=O)(=O)Nc2cnc3ccccc3n2)cc1	-1%	-29%	6	7%	0	5%	-0.1	-14%	1.6

4 entries from above, set out differently.
> Cc1nc2c(o1)CCc1ccccc1C2O (stereo not given)
- TrxR1 inh = -26%
- USP1 inh = -15%
- D2 antagonist = 6
- TrxR1 substrate = 6%
- TRHR PAM = 2
- Pin1 inh = -5%
- TRHR ag = 0.2
- IDH1 R132H inh = 0%
- D2 agonist = -0.5

> O=C(CSCc1ccccc1Br)Nc1ccccc1
- TrxR1 inh = -3%
- USP1 inh = -15%
- D2 antagonist = -11
- TrxR1 substrate = -12%
- TRHR PAM = -2
- Pin1 inh = -4%
- TRHR ag = 0.1
- IDH1 R132H inh = 3%
- D2 agonist = -0.6

> CCn1c(C)nc2cc(C(=O)n3cc(C(=O)c4cc(F)ccc4O)cn3)ccc21
- TrxR1 inh = .
- USP1 inh = .
- D2 antagonist = 23
- TrxR1 substrate = .
- TRHR PAM = 30*
- Pin1 inh = .
- TRHR ag = 1.0
- IDH1 R132H inh = .
- D2 agonist = -0.5

> CCCc1nnc(SCC(=O)N2CCCCC2)n1CC1CCCO1 (stereo not given)
- TrxR1 inh = -6%
- USP1 inh = -19%
- D2 antagonist = -1
- TrxR1 substrate = -2%
- TRHR PAM = -6
- Pin1 inh = -1%
- TRHR ag = 1.5
- IDH1 R132H inh = -1%
- D2 agonist = -0.1

These rows are one share of the data; the hit share may differ from the screen's.
